Bioassay records deposited in PubChem BioAssay by National Center for Advancing Translational Sciences (NCATS).
LDHA block – inhibitors of human lactate dehydrogenase A. purified LDHA, NADH/diaphorase-resazurin fluorescence; hits give low values. activity change, % (values are at about 110 or 230 µM). actives 0.15% (n = 480,000); in the data active means activity change below about -30%; inconclusive means mostly about -25% to -30%;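 further: plate controls were DMSO wells for no effect and wells without enzyme for full effect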
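Human LDH5 (2 nM) was incubated with 0.06 mM NADH and 0.2 mM pyruvate for 5 min at room temperature in Tris pH 7.4. Remaining NADH was coupled through diaphorase/resazurin, and resorufin fluorescence was read at 0 and 20 min.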
D2 ag – activates the human D2 dopamine receptor. HEK293 T-REx D2 cells, calcium flux agonist mode. activation, % at 2 µM. actives 0.53% (n = 340,000);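 active means activation over 3 SD above normal in the single-dose calcium agonist read, cut at about 30% in these data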; further: 0% is about no effect
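In this primary screen, compounds producing a positive calcium signal within 180 s of addition to tetracycline-induced, force-coupled HEK293 Trex D2 cells are flagged; cells are dye-loaded with a no-wash calcium kit beforehand.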
RGS4 inhibitor – inhibitors of human regulator of G protein signaling 4; AID 504845; actives 0.039% (n = 390,000); Potency, µM (doses to about 114 µM), for inactives: top-dose activity change, negative = inhibition, hits mostly inhibitors; Transcreener GDP fluorescence polarization, RGS4-accelerated GTP hydrolysis; P49798; further: potency means the concentration at half of the fitted maximal effect; on the % scale 0 is the no-effect control and ±100 the full control effect; nearly all actives have a fitted effect of over 75% in size; some results filed as inactive show a strong effect at the top dose
Target sequence (P49798 whole entry, looked up): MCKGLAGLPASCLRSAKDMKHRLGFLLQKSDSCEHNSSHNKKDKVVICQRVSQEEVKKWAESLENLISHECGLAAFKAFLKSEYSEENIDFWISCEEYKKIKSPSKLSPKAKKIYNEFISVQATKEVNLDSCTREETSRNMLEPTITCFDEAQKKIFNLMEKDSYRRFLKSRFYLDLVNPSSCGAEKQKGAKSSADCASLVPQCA
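MLSMR compounds (23 nl, pin-transferred) preincubated 10 min at room temperature with a 500nM (2x) first reagent, then RGS4 at 900nM (2x) plus Transcreener GDP mix added; fluorescence polarization (620/688 nm) read before and after 90 min at 30 °C.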
D2 antagonist – antagonists of human D2 dopamine receptor | actives 2% (n = 340,000) | HEK293 TREx D2 cells, calcium flux, dopamine EC80 | inhibition, % at 10 µM | AID 485344; in the data active means inhibition above about 30%; further: 0% is about no effect
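Cells plated overnight at 30 C with tetracycline; no-wash calcium dye, 30–90 min RT; 10 s baseline; compound pinned; 180 s read; EC80 dopamine added; another 180 s read.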
Glioma ERSR ind – induces the endoplasmic reticulum stress response in human glioma cells. U87-MG GRP78 promoter luciferase reporter, 16 h. Potency, µM, inactives show top-dose activation, usual class: activators. actives 0.02% (n = 420,000). AID 602332; further: potency means the concentration at half of the fitted maximal effect; series mostly up to about 76 µM; % of control where 0% means no effect; nearly all actives have a fitted effect of over 35% in size
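ERSR induction read as luciferase luminescence (Bright-Glo, 10 min at room temperature) in stably transfected human U87-MG glioma cells exposed to compounds for 16 h, using GRP78 as sensor.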
ERG-DNA inh – blocks human ERG Ets domain binding to DNA. P11308. fluorescence polarization, His-ERG Ets domain / labelled DNA. Potency, µM (titrated, usually from 76.9 µM), inactives show top-dose FP activity, negative = inhibition, usual class: inhibitors. actives 0.028% (n = 370,000); active means well fitted inhibition curve with a large enough effect in the polarisation, with a control signal flat; inconclusive means small, poorly fitted or top-dose-only effect, or effect the other way, or a change in a side signal; inactive means no such curve, though single readings can be large or run the other way; the % refers to the polarisation;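 further: polarization taken with two DNA probes labelled with fluorescein and Texas red; potency means the concentration at half of the fitted maximal effect; % of control where 0% means no effect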
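His-tagged ERG Ets domain (1 uM in the protein solution; 300mM KCl, 50mM Tris-HCl, 1mM EDTA, 1mM DTT, pH 7.5) received compound, then a probe mix of 5 nM fluorescein-DNA and 100nM Texas-615-DNA. Fluorescence polarization was read for both dyes.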
Vif-A3F inh – blocks the Vif interaction with APOBEC3F; actives 0.2% (n = 390,000); HeLa A3F-eYFP + Vif (tagged APOBEC3F with the HIV-1 protein that degrades it), YFP fluorescence increase; Potency, µM (titrated, usually from 46.1 µM), for inactives: at the highest dose activity, negative = active; AID 602313; further: potency means the concentration at half of the fitted maximal effect; % of control where 0% means no effect; nearly all actives have a fitted effect of over 65% in size
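HeLa cells stably expressing A3F-eYFP plus Vif, plated and incubated overnight at 37 deg C, then exposed to compounds overnight at 37 deg C. Blocked degradation read as raised yellow fluorescence (Ex 488/Em 500-530).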
12-LOX inh – inhibitors of human 12S-lipoxygenase ALOX12; P18054; purified 12hLO, xylenol orange hydroperoxide absorbance; Potency, µM (doses to about 108 µM), inactives show at the highest dose activity change, negative = inhibition, hits mostly inhibitors; actives 1.1% (n = 580,000); further: potency means the concentration at half of the fitted maximal effect; on the % scale 0 is the no-effect control and ±100 the full control effect
Target sequence (P18054 whole entry, looked up): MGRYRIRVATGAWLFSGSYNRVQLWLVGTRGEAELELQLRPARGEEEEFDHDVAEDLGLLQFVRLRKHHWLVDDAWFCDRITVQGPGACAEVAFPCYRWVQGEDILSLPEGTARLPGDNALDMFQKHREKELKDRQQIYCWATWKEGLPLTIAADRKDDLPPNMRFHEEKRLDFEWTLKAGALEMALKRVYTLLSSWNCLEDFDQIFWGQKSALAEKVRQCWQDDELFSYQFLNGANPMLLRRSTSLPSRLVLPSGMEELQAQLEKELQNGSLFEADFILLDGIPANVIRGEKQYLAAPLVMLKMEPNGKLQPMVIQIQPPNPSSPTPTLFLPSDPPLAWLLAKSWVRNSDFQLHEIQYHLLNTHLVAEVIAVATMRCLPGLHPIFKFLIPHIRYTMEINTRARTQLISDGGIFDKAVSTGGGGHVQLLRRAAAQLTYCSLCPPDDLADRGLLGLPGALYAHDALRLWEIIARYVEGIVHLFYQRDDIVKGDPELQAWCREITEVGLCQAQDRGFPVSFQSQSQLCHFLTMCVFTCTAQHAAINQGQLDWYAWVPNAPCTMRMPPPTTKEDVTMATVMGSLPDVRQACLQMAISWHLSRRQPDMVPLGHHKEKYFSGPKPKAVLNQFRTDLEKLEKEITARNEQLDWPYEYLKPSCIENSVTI
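Hydroperoxide product was detected by ferrous iron/xylenol orange as the 573 to 405 nm absorbance ratio. Arachidonic acid at 40 uM (final) was turned over for 30 min at room temperature by 150 nM human 12hLO, pH 7.0 Hepes buffer, after 15 min compound preincubation.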
Vif-APOBEC3G blk – blocks the Vif interaction with human APOBEC3G | Q9HC16 | HeLa A3G-eYFP + Vif (tagged APOBEC3G with the HIV-1 protein that degrades it), YFP fluorescence, overnight | Potency, µM (top dose mostly 46.1 µM), inactives show at the highest dose activity, negative = active, actives largely listed as inhibitors | actives 0.076% (n = 410,000);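 further: potency means the concentration at half of the fitted maximal effect; on the % scale 0 is the no-effect control and ±100 the full control effect; nearly all actives have a fitted effect of over 60% in size; hits raise eYFP signal because A3G escapes Vif-driven loss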
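Read-out is eYFP fluorescence (Ex 488/Em 500-530) from Vif-expressing HeLa A3G-eYFP cells; more signal means A3G escaped Vif-mediated degradation. Cells plated overnight, compound pinned in, incubated overnight at 37 deg C.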
An asterisk follows results filed as active; ? = inconclusive; · = no result given; [ ] = dose if it differs, or a comment. Unless noted, the call rests on the fitted dose curve; in most records, active means well fitted curve in the direction sought with a large enough effect; inconclusive means small, poorly fitted or top-dose-only effect, or another doubt; inactive means no such curve, though single readings can be large; an effect the other way counts as inactive or inconclusive.

SMILES	LDHA block	D2 ag	RGS4 inhibitor	D2 antagonist	Glioma ERSR ind	ERG-DNA inh	Vif-A3F inh	12-LOX inh	Vif-APOBEC3G blk
CCN1C(=O)[C@H]2[C@@H](c3ccc(C)cc3)N[C@]3(CCCN(Cc4ccc(C)cc4)C3=O)[C@H]2C1=O	6	·	·	·	-5%	·	-22%	?	0%
O=C1NC2(CCCCCC2)C(=O)N1Cc1c(F)cccc1Cl	0	0.8	6%	11	-7%	6%	7%	0%	-5%
CCOc1ccc(NC(=O)C(NS(=O)(=O)c2cccc3nsnc23)c2ccccc2)cc1 (stereo not given)	0	0.1	17%	·	-2%	-9%	-2%	-4%	-1%
CCCCCCCN1C(Nc2ccccc2)=NC[C@@H]1CC(C)C	-4	-0.3	13%	-5	-7%	4%	-4%	6%	4%
Cc1ccc(S(=O)(=O)NCCc2cn3nc(C)c(C)nc3n2)cc1C	0	0.5	-6%	13	-2%	3%	5%	-28%	2%
Nc1nc(C2CC(=O)OC23CCCCC3)cs1 (stereo not given)	-4	-0.1	15%	2	-6%	-10%	4%	0%	-1%
CC(=O)OC[C@@H]1CN(Cc2cccc(C(F)(F)F)c2)C[C@H](n2cnc3c(N4CCOCC4)ncnc32)O1	-17	·	·	·	-4%	·	·	-4%	-6%
CCn1ncc(Cl)c1C(=O)Nc1ccncc1	-9	0.2	-17%	-4	-2%	-1%	-2%	21%	-5%
CC(=O)c1cccc(N=C2NC(=O)C(CO)(CO)S2)c1	3	0.1	-6%[11.4 µM]	4	-1%	-8%	-9%	0%	3%
N#Cc1c2n(c3c(-c4ccccc4)ncnc13)CCC2	-11	-0.1	38%	-3	1%	-4%	0%	155%[activator]	-1%
CS(=O)(=O)N(CC(=O)NCc1ccco1)c1cc(C(F)(F)F)ccc1Cl	0	-0.2	8%	23	-1%	·	-6%	5%	2%
CCc1cccc(C)c1NC(=O)Cn1c(=O)n(-c2cccc(C)c2)c(=O)c2c1c1cc(C)ccc1n2C	-5	1.6	-19%	·	-1%	2%	-7%	-7%	-2%
CCc1ccc2c(c1)NC(c1ccc(F)cc1)=NC(c1ccncc1)=N2	9	-1.3	20%	·	1%	-4%	1%	1%	-8%
CCOC(=O)CC1COCCN1Cc1cn[nH]c1-c1ccc2c(c1)OCO2 (stereo not given)	-1	0.1	1%	10	-1%	-17%	7%	33%[activator]	7%
Cc1cc(CN(Nc2ccccc2)c2ccccc2)cc(C)n1	0	·	·	·	-2%	·	-2%	?	-1%
COc1ccc(OC)c(NC(=O)CCNS(=O)(=O)c2ccc3[nH]c(=O)oc3c2)c1	2	0.3	10%	-2	-1%	5%	1%	2%	1%
COc1ccc(Nc2nc(-c3cccc([N+](=O)[O-])c3)nc3ccccc23)cc1	-4	·	-11%	·	-2%	1%	1%	-11%	-16%
Cc1onc(-c2ccccc2Cl)c1C(=O)OCC(=O)N1CCCCC1	-5	·	-1%	·	6%	19%	-1%	24%	0%
O=C(c1ccncc1)c1ccc(Br)cc1	1	1.0	-13%	-20	-3%	2%	-10%	6%	1%
N#Cc1cc2ccc(N3CCOCC3)cc2cc1C#N	25	-0.5	-9%	13	1%	·	?	-21%	-8%
Cc1ccccc1OCC(=O)N/N=C/c1c(C)nn(-c2ccccc2)c1Cl	-6	-1.8	-17%	9	3%	-3%	1%	-7%	1%
O=c1[nH]cnc2c1c(-c1ccccc1)cn2-c1ccccc1	-10	0.0	-24%	1	-5%	-2%	3%	-10%	-9%
O=C(O)CN=C1NC2(CCCCC2)Cc2ccccc21	-5	0.2	-18%	-20	-4%	-1%	-7%	-17%	0%
CSc1nc2c(c(=O)[nH]1)C(c1ccccc1)C1=C(CC(C)(C)CC1=O)N2 (stereo not given)	-5	-0.2	8%	-37	0%	3%	-11%	-15%	-5%
Cc1cc2cc(C#N)c(N3CCN(S(C)(=O)=O)CC3)nc2cc1C	0	-0.9	-6%	18	2%	·	-4%	?	-1%
O=C(CS(=O)(=O)Cc1ccccc1)Nc1ccc(Br)cc1F	-5	·	-18%	·	-2%	-3%	-6%	9%	-4%
CNc1ncc(C(=O)C(C)(C)C)s1	-2	-0.2	-10%	22	2%	12%	·	-1%	1%
Cc1ccc(NC(=S)Nc2ccc3[nH]c(=O)[nH]c3c2)cc1	-1	0.8	1%[11.4 µM]	-4	5%	0%	4%	-1%	4%
COc1ccccc1C(CCN(Cc1ccccc1)C(C)=O)c1ccco1 (stereo not given)	-2	-2.9	?	-3	-4%	4%	3%	10%	-27%
CCN(CC(=O)Nc1ccc(S(N)(=O)=O)cc1)S(=O)(=O)c1cc(C)ccc1OC	-3	-0.3	18%	2	-3%	1%	-5%	1%	0%

Part of the list above with just RGS4 inhibitor:
canonical_smiles | RGS4 inhibitor
Cc1ccccc1OCC(=O)N/N=C/c1c(C)nn(-c2ccccc2)c1Cl | -17%
O=c1[nH]cnc2c1c(-c1ccccc1)cn2-c1ccccc1 | -24%

More structures:
SMILES	LDHA block	D2 ag	RGS4 inhibitor	D2 antagonist	Glioma ERSR ind	ERG-DNA inh	Vif-A3F inh	12-LOX inh	Vif-APOBEC3G blk
CCOC(=O)CSC1=C(C#N)C(c2ccc(C)o2)CC(=O)N1 (stereo not given)	-3	-0.2	11%	-1	-5%	3%	0%	?	-42%
Cc1ccc(NC(=O)CN2CCc3cc4c(cc3C2)OCCCO4)cc1C	0	·	-3%	·	-3%	-6%	2%	27%	4%
COc1ccc(N2CC(NC(=O)NCC(C)C)CC2=O)cc1 (stereo not given)	-7	0.9	-7%	-1	-1%	-2%	7%	2%	-1%
CCN1C(C(=O)c2ccccc2)=C(OC(=O)c2ccc(Cl)cc2)c2ccccc2S1(=O)=O	2	0.2	-13%	·	7%	-6%	-27%	-24%	-7%
C=CCSc1nc2ccsc2c(=O)n1-c1cccnc1	-9	-0.4	?	-31	3%	5%	6%	-8%	0%
O=C(COc1ncnc2ccc(Br)cc12)NCc1ccco1	-2	-0.6	15%	12	-1%	3%	-14%	-16%	-25%
Cc1ccc(CCNC(=O)c2cc(C)nc3c2c(C)nn3-c2ccc(C)cc2)cc1	-14	-0.2	-4%	·	-3%	0%	3%	3%	-6%
COc1ccccc1NC(=O)CSc1nnc(C)s1	-3	1.0	26%	-1	0%	1%	11%	-1%	-7%
COC(=O)c1ccc(CN2CCN(Cc3ccc(F)cc3)C(CCO)C2)cc1 (stereo not given)	-2	0.0	-16%	12	-5%	9%	8%	0%	4%
CC(C)(C)NC(=O)c1cccc2c1-c1ccccc1C2=O	0	1.3	-15%	-10	-4%	16%	-3%	31%[activator]	0%
CC(c1ccon1)N(C)C(=O)CCc1nnc(CCCCc2ccccc2)o1 (stereo not given)	-1	1.1	16%	5	-1%	0%	-2%	1%	-1%
O=C(OCC(=O)N1CCN(S(=O)(=O)c2ccc(Cl)cc2)CC1)C1CC1	-3	·	6%	·	0%	17%	0%	33%[activator]	-1%
Cc1cccc(C(=O)OCC(=O)c2ccc(CC(=O)N3CCOCC3)s2)c1C	-1	-0.4	-10%	14	0%	-4%	1%	?	0%
COc1ccc(F)cc1S(=O)(=O)Nc1ccc(C)cc1	-11	1.9	11%	-7	-4%	-5%	8%	0%	-8%
COC(=O)c1csc(S(=O)(=O)N2CCCCC2)c1OC	1	-0.1	-16%	-2	-2%	8%	11%	162%[activator]	0%
O=C(COC(=O)c1ccccc1[N+](=O)[O-])c1ccc2c(c1)OCO2	0	0.3	21%	7	-1%	23%	7%	-21%	0%
CCOc1ccc(CNC(=O)C2CC(=O)N(C3CCCC3)C2)cc1OC (stereo not given)	-1	-0.5	34%	2	-2%	·	-1%	13%	3%
O=C(N1CCOCC1)N1CCCC(c2nc(-c3cccs3)no2)C1 (stereo not given)	-2	0.2	-26%	9	3%	-4%	-4%	22%	-2%
O=c1c(Cl)c(Nc2cccc(Cl)c2)cnn1-c1nc2ccccc2s1	4	0.7	-34%	2	-4%	-3%	-6%	-1%	-7%
COc1ccccc1OCC(=O)NCC1CCCN(C(=O)c2ccccc2SC)C1 (stereo not given)	-1	0.4	-82%[56.9 µM]	4	4%	9%	3%	-5%	3%
Cc1ccccc1-c1ocnc1C(=O)Nc1ccccc1NC(=O)c1ccccn1	-1	1.1	-2%	15	-7%	-2%	?	21%	-5%
Fc1ccc(-c2ccc(/C=N\n3cnnc3)o2)cc1Cl	-13	·	11%	·	0%	5%	?	2%	-7%
CC(=O)Nc1ccc(S(=O)(=O)N(C)c2ccc(OCC(=O)OCC(=O)Nc3ccc(OC(F)F)cc3)cc2)cc1	0	0.8	0%	-22	-3%	-8%	-13%	-6%	-6%
CC(C)NC(=O)Cn1cc(C#N)c2cc(Br)ccc21	-15	1.8	13%	-1	-2%	1%	-3%	8%	2%
O=C(CN1CCCCCC1)Nc1ccc(Br)cn1	0	-1.5	4%	41*	1%	-1%	0%	?	-1%
CCOCCCNC(=O)CCc1nnc2ccc(N3CCN(c4cccc(OC)c4)CC3)nn12	3	-0.3	8%	·	-2%	-1%	-3%	-13%	-2%
Cc1nc(CC(=O)Nc2nccs2)cs1	-5	0.9	-14%	-22	-5%	18%	-19%	46%	-5%
O=C(CCCCn1c(=O)c2ccccc2n(Cc2ccccc2F)c1=O)NC1CCN(Cc2ccccc2)CC1	-4	0.5	-16%	2	-2%	13%	2%	-10%	2%

This is a subset, so the mix of outcomes need not match the whole.
